HepG2 viability: kills HepG2 cells in TGF-b inhibitor counter-screen; 410,000 tested, 0.76% active; AID 588856; HepG2 CAGA-GFP viability, ATP luminescence, 18 h; Potency, µM (highest dose often 46.1 µM), inactives show at the highest dose activity change, negative = cytotoxicity, hits mostly cytotoxic; also: potency is read from the fitted curve at half-maximal effect; some results filed as inactive show a strong effect at the top dose
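CellTiter-Glo luminescence gave cytotoxicity after 18 hours at 37 degrees C. The cells were HepG2 CAGA-GFP in 1% FBS DMEM, stimulated with 500 pg/mL TGF-beta after compound addition. %Activity was normalised to no-cell wells (complete cell-killing) and DMSO (no toxicity), and curves were fitted and classified.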
Mm-Cpn inhibitor: inhibitors of Methanococcus maripaludis chaperonin (MmCpn); 330,000 tested, 0.031% active; purified Mm-Cpn ATPase, ADP Transcreener TR-FRET; Potency, µM (doses to about 76.9 µM), for the others: at the top dose activity, negative = inhibition, usual class: inhibitors; also: potency is read from the fitted curve at half-maximal effect; % is scaled to controls: 0 for no effect and ±100 for the full control effect; nearly all actives have a fitted effect of over 80% in size
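Measured: ADP formation by purified Mm-CPN. Conditions: 25 nM protein, 10 uM ATP, Tris pH 7.4 with Mg2+, K+ and DTT, 37°C for 30 min. Detection: Transcreener HTRF after 30 min at room temperature.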
ATXN viability: reduces viability in counter-screen for ATXN expression inhibitors. Potency, µM (titrated, usually from 56.7 µM), usual class: cytotoxic. 400,000 tested, 0.49% active. S2 cells (HEK-293 line with an ATXN2-luciferase reporter) viability, CellTiter-Fluor protease fluorescence, 24 h. AID 651635; also: potency is read from the fitted curve at half-maximal effect; nearly all actives have a fitted effect of over 40% in size
A549 tox: counter-screen for Nrf2 inhibitors: cytotoxicity in A549 cells; A549 ARE-Fluc cells, CellTiter-Fluor viability, 18-24 h; Potency, µM (titrated, usually from 46 µM), for the others: top-dose activity change, negative = cytotoxicity, actives largely listed as inhibitors; 390,000 tested, 0.16% active; AID 504648; also: potency is read from the fitted curve at half-maximal effect; % is scaled to controls: 0 for no effect and ±100 for the full control effect
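A549 ARE_Fluc cells in 5% FBS OPTI-MEM were exposed to compounds in concentration-response for 18-24 h at 37 deg C. Viability was read by CellTiter-Fluor fluorescence (Ex 405/Em 525) after 30 min, before the luciferase read.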
Nrf2 activator: Nrf2 pathway activation; 410,000 tested, 0.31% active; Potency, µM (titrated, usually from 46.1 µM), for the others: top-dose activation, most hits filed as activators; AID 624171; AREc32 ARE-luciferase reporter (MCF7-derived line), luminescence, 24 h; also: potency is read from the fitted curve at half-maximal effect; % of control where 0% means no effect; nearly all actives have a fitted effect of over 65% in size
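Quantitative high-throughput format: AREc32 reporter cells, 1000 per well, received compound by pin transfer and were incubated 24 hr at 37 deg C, 5% CO2, before Steady-Glo luminescence detection.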
TGFb inhibitor: TGF-b pathway inhibition; HepG2 CAGA-GFP TGF-b/SMAD3 reporter, GFP fluorescence, 18 h; TGF-beta stimulated, 500 pg/mL final; Potency, µM (top dose mostly 46.1 µM), inactives show at the highest dose activity, negative = inhibition, most hits filed as inhibitors; 410,000 tested, 1.2% active; AID 588855; also: potency is read from the fitted curve at half-maximal effect; % is scaled to controls: 0 for no effect and ±100 for the full control effect; nearly all actives have a fitted effect of over 65% in size
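Read-out: total well GFP (ex488/em500-530) summed from mean per-cell fluorescence. Cells: HEPG2 CAGA-GFP, 1% FBS DMEM, 18 h at 37 degrees C with 500 pg/mL final TGF-beta. Unstimulated wells served as the full-inhibition control; stimulated DMSO wells = 0%.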
CCT chaperon mod: modulators of cytosolic chaperonin (CCT/TRiC) activity | purified chaperonin ATPase assay, HTRF ADP detection, 30 min | activity change, % (test concentration not listed), hits read low | 360,000 tested, 0.3% active; in the data active = activity change below about -30%; also: % is scaled to controls: 0 for no effect and ±100 for the full control effect
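ATPase activity: ADP formed was measured by HTRF Transcreener (665/615 nm ratio) after 30 min at 37 deg C with 10 uM ATP. Compounds screened at one 76 uM concentration against 40 or 20 nM TRiC in Tris pH 7.4/KCl/MgCl2/DTT buffer.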
Nrf2 inh: inhibitors of Nrf2 signaling; A549 ARE-Fluc reporter, luciferase luminescence, 18-24 h; Potency, µM (series often up to 46 µM), without a hit: at the highest dose activity change, negative = inhibition, usual class: inhibitors; 360,000 tested, 2.1% active; also: potency is read from the fitted curve at half-maximal effect; % is scaled to controls: 0 for no effect and ±100 for the full control effect; nearly all actives have a fitted effect of over 60% in size
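Concentration-response testing used A549 ARE_Fluc cells at 5000 cells/well. Following an 18-24 h compound incubation, viability was read by fluorescence (Ex 405/Em 525) and luciferase output by luminescence.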
pAkt inh: Akt phosphorylation inhibition; Neuro2A IGF-stimulated pAkt S473 HTRF, 20 min; hits give low values; 360,000 tested, 0.32% active; activity change, % for hits at 50 µM; in the data active = activity change below about -80%; inconclusive = mostly about -51% to -80%; also: % is scaled to controls: 0 for no effect and ±100 for the full control effect
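Neuro2A cells (4,500/well, DMEM with 0.5% FBS) were treated with compound at a single 50 µM final concentration, stimulated with 6 nM IGF for 20 min at 37 °C, and lysed. Phospho-Akt Ser473 was read by HTRF as 665/615 ratio ×10^4.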
Active calls of the source: *; i = inactive; ? = inconclusive; nt = no result given; [ ] = dose if it differs, or a comment. Unless noted, calls follow the shape of the dose curve; as a rule, active = well fitted curve in the direction sought with a large enough effect; inconclusive = small, poorly fitted or top-dose-only effect, or another doubt; inactive = no such curve, though single readings can be large; an effect the other way counts as inactive or inconclusive.

The line under a structure holds: Nrf2 activator	Mm-Cpn inhibitor	CCT chaperon mod	TGFb inhibitor	HepG2 viability	Nrf2 inh	A549 tox	ATXN viability	pAkt inh
CCc1ccccc1NC(=O)CNC(=O)c1ccc(OCc2cn3ccccc3n2)cc1
  0.2%	2%	-1.6	-2%	-13%	1%	0%	i	i
CCCNC(=O)C(Cc1ccc(I)cc1)NC(=O)C1CC1 (stereo unspecified)
  0.6%	2%	-0.1	-6%	-3%	8%	6%	i	i
Nc1cc(S(=O)(=O)C(F)(F)F)ccc1C(=O)O
  -0.8%	-2%	-5.3	17%	4%	3%	2%	i	i
CC(=O)OCC(=O)Nc1ccc(N=Nc2ccccc2)cc1
  2.6%	1%	-0.3	11%	-40%	?	-1%	i	i
CCc1nnc2sc(-c3ccc(NC(=O)CSc4ccc(Cl)cc4)cc3)nn12
  5.2%	nt	-2.0	-3%	-1%	3%	6%	i	i
COc1cc(NC(=O)CN2C(=O)CSc3ccc(S(=O)(=O)N4CCCC4)cc32)cc(OC)c1
  -0.5%	2%	-0.4	-12%	-2%	8%	2%	i	nt
COc1ccc(OCC(=O)Nc2cc(-c3cccc(Cl)c3)nn2-c2ccccc2)cc1
  0.5%	nt	nt	-9%	-7%	nt	-6%	i	nt
COc1ccc(NC(=O)CN(C)S(=O)(=O)c2ccc(Cl)cc2)cc1Cl
  0.4%	-4%	1.5	?	-16%	-12%	-8%	i	i
Cc1cccc(OCC(=O)Nc2ccc3oc(-c4ccccc4F)nc3c2)c1
  -0.8%	nt	nt	-19%	-34%	6%	11%	?	nt
CC1CCCC(C)N1CCCNC(=O)Cn1cc2c(n1)CCCC2 (stereo unspecified)
  -1.2%	0%	-3.3	-11%	-18%	-4%	4%	i	i

In the list so far, two have two or more sulfur atoms:
The line under a structure holds: Nrf2 activator	Mm-Cpn inhibitor	CCT chaperon mod	TGFb inhibitor	HepG2 viability	Nrf2 inh	A549 tox	ATXN viability	pAkt inh
CCc1nnc2sc(-c3ccc(NC(=O)CSc4ccc(Cl)cc4)cc3)nn12
  5.2%	nt	-2.0	-3%	-1%	3%	6%	i	i
COc1cc(NC(=O)CN2C(=O)CSc3ccc(S(=O)(=O)N4CCCC4)cc32)cc(OC)c1
  -0.5%	2%	-0.4	-12%	-2%	8%	2%	i	nt

Arranged by the number under Nrf2 activator (largest number first): five from the list above.
Structure,Nrf2 activator
CCc1nnc2sc(-c3ccc(NC(=O)CSc4ccc(Cl)cc4)cc3)nn12,5.2%
CCCNC(=O)C(Cc1ccc(I)cc1)NC(=O)C1CC1 (stereo unspecified),0.6%
COc1ccc(NC(=O)CN(C)S(=O)(=O)c2ccc(Cl)cc2)cc1Cl,0.4%
COc1cc(NC(=O)CN2C(=O)CSc3ccc(S(=O)(=O)N4CCCC4)cc32)cc(OC)c1,-0.5%
Nc1cc(S(=O)(=O)C(F)(F)F)ccc1C(=O)O,-0.8%

Carrying on.
The line under a structure holds: Nrf2 activator	Mm-Cpn inhibitor	CCT chaperon mod	TGFb inhibitor	HepG2 viability	Nrf2 inh	A549 tox	ATXN viability	pAkt inh
O=C(Nc1ccc(S(=O)(=O)N2CCCCC2c2cccnc2)cc1)c1ccccc1F (stereo unspecified)
  -0.2%	2%	1.2	-21%	-14%	0%	3%	?	i
CC(C)CN(C(=O)c1cccc(S(=O)(=O)N2CCN(Cc3ccccc3)CC2)c1)C1CCS(=O)(=O)C1 (stereo unspecified)
  -0.2%	2%	-2.8	18%	-16%	2%	7%	i	i
Cc1ccc(C(=O)N2CCCC(Nc3ccc(C(C)C)cc3)C2)cn1 (stereo unspecified)
  2.4%	1%	0.0	0%	-10%	7%	5%	i	i
C[C@H]1COC(=O)CCC/C=C\C[C@H](CC(=O)N(CCO)Cc2ccccc2)C(=O)N1
  0.2%	0%	-1.1	34%[activator]	11%	8%	0%	i	i
Nc1cc(=O)[nH]c2ncnn12
  0.3%	nt	-0.7	-9%	1%	3%	-4%	i	i
Cc1cccc(/C=C/C(=O)c2ccc(NC3=NCCCS3)cc2)c1
  -1.7%	-18%	-2.2	?	-95%	?	-14%	10µM*	i
O=c1c([N+](=O)[O-])cccn1Cc1ccccc1Cl
  -0.7%	2%	-1.2	?	-23%	?	-19%	?	i
Cc1ccc(Nc2nnc(SCC(=O)Nc3cccc(S(=O)(=O)N4CCCCC4)c3)s2)cc1
  2.8%	0%	2.3	?	-21%	9%	?	i	i
COc1ccc2[nH]cc(C(=O)N3CCCCC3)c(=O)c2c1
  -0.5%	-1%	-1.2	?	0%	-6%	-4%	i	i
COc1ccc(NC(=O)CN(C)S(=O)(=O)c2ccc3c(c2)OCCO3)c2ncccc12
  2.7%	1%	-1.5	-11%	-26%	0%	0%	i	i

Next results follow:
The line under a structure holds: Nrf2 activator	Mm-Cpn inhibitor	CCT chaperon mod	TGFb inhibitor	HepG2 viability	Nrf2 inh	A549 tox	ATXN viability	pAkt inh
Cc1nc2ccccn2c1C(=O)NCCCN1CCOCC1
  -0.4%	-2%	1.9	2%	-9%	29%	10%	i	i
CC1CCN(C(=O)Cn2cnc3c(cnn3C(C)(C)C)c2=O)CC1
  -0.3%	0%	3.0	-8%	10%	?	-3%	i	i
CSc1n[nH]c(NCc2ccccc2)n1
  0.0%	4%	0.4	-6%	-2%	nt	1%	i	i
CC(C)=NNc1nc(-c2ccccc2)cs1
  14%	3%	-3.4	-5%	-3%	?	-1%	i	i
O=C1CC(SC(=NCc2ccc3c(c2)OCO3)Nc2ccccc2)C(=O)N1c1ccccc1 (stereo unspecified)
  0.1%	1%	-3.8	-4%	-20%	?	-13%	i	i
CCc1c(C)nc(SCc2nc(-c3ccccc3)no2)[nH]c1=O
  -0.2%	nt	nt	-14%	-4%	nt	11%	nt	nt
Cn1c(=O)n(CC(=O)NCc2cccnc2)c2ccccc21
  -0.9%	2%	-1.8	-8%	12%	7%	4%	i	i
C#CCn1c(-c2ccccc2)ccc(C#N)c1=O
  9.5%	-5%	1.3	2%	-10%	15%	10%	i	i
O=c1cc[nH]c2c1ccc1cccnc12
  6.2%	1%	-0.8	-3%	-9%	?	4%	i	i
CC(=O)c1c(O)cc(O)cc1CC(=O)O
  -0.4%	nt	0.4	2%	-9%	-3%	2%	i	i

More records follow:
The line under a structure holds: Nrf2 activator	Mm-Cpn inhibitor	CCT chaperon mod	TGFb inhibitor	HepG2 viability	Nrf2 inh	A549 tox	ATXN viability	pAkt inh
Cc1ccc(Nc2sc(C(=O)c3ccccc3)c(N)c2S(=O)(=O)c2ccccc2)cc1Cl
  3.6%	nt	nt	-13%	-7%	?	-3%	nt	nt
COc1ccc(C(=O)NC(=O)N2CCCCC2)cc1
  -0.4%	-2%	-1.1	-11%	0%	24%	-1%	i	i
Cc1ccc(C)c(SCC(=O)OCC(=O)N2CC(C)OC(C)C2)c1 (stereo unspecified)
  -0.4%	-1%	1.1	-9%	-24%	7%	2%	i	i
O=C(O)[C@@H]1CCCN(S(=O)(=O)c2cccc3cccnc23)C1
  -0.7%	1%	0.9	16%	-1%	10%	-3%	i	i
COC(=O)c1sccc1NC(=O)Nc1cccc(C)c1C
  7.9%	-2%	-1.1	31%[activator]	3%	5%	-5%	i	i
CC(C)C(=O)N1CCN(c2nc(-c3ccc(Cl)cc3)cs2)CC1
  3.6%	1%	0.2	?	-20%	?	-3%	?	i
Cc1ccc(NC(=O)C(=O)NCC(c2cccnc2)N2CCc3ccccc3C2)cc1 (stereo unspecified)
  0.8%	nt	nt	?	-36%	?	-1%	nt	nt
O=C(c1ccc(S(=O)(=O)NCc2ccco2)cc1)N1CCCC1
  -0.1%	-1%	-0.7	-4%	-7%	-5%	1%	i	i
CCOc1ccc(CN(C)C(=O)CCc2ccc(S(=O)(=O)N3CCCCCC3)cc2)cc1
  -0.3%	-4%	-2.7	?	-40%	?	?	i	i
Cc1cc(C)c2cc(CN(CCO)Cc3nnnn3Cc3ccc(F)cc3)c(=O)[nH]c2c1
  0.4%	0%	-1.9	-11%	-32%	11%	-4%	i	i

Next part
The line under a structure holds: Nrf2 activator	Mm-Cpn inhibitor	CCT chaperon mod	TGFb inhibitor	HepG2 viability	Nrf2 inh	A549 tox	ATXN viability	pAkt inh
O=C(CSc1nc2cc(S(=O)(=O)N3CCOCC3)ccc2o1)Nc1c(F)cccc1F
  0.3%	1%	0.7	0%	-15%	-3%	3%	i	i
O=C(COC(=O)c1ccc2ncsc2c1)NCc1cccc(Cl)c1
  2.1%	-10%	1.7	-5%	-4%	2%	5%	i	i
O=C(O)c1cccc(NS(=O)(=O)c2ccc3nnn(O)c3c2)c1
  -0.4%	2%	-3.3	10%	6%	6%	-2%	i	i
Cn1c(=O)c2c(nc(SCC(=O)NCc3ccco3)n2C)n(C)c1=O
  1.8%	0%	-3.7	-1%	-1%	-29%	-4%	i	i
COc1ccc(N(CC(=O)Nc2ccc3c(c2)OCO3)S(=O)(=O)c2ccc(C)cc2)cc1OC
  0.8%	1%	1.8	-5%	-17%	14%	-1%	i	i
